Assay outcomes deposited in PubChem by National Center for Advancing Translational Sciences (NCATS).
pAkt inh: HTS Assay for Inhibitors of Akt Phophorylation: Primary Screen; 0.32% of 360,000 active; Neuro2A IGF-stimulated pAkt S473 HTRF, 20 min; stronger effect = lower value; activity change, % for hits at 50 µM; in the data active means activity change below about -80%; inconclusive means mostly about -51% to -80%; further: on the % scale 0 is the no-effect control and ±100 the full control effect
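Neuro2A cells (4,500/well, DMEM with 0.5% FBS) were treated with compound at a single 50 µM final concentration, stimulated with 6 nM IGF for 20 min at 37 °C, and lysed. Phospho-Akt Ser473 was read by HTRF as 665/615 ratio ×10^4.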
Mm-Cpn inhibitor: Inhibitors of TCP-1 ring complex (TRiC) of Methanococcus maripaludis (MmCpn): qHTS; Chaperonin Mm-Cpn (Methanococcus maripaludis); purified Mm-Cpn ATPase, ADP Transcreener TR-FRET; Potency, µM (top dose mostly 76.9 µM), for the others: at the top dose activity, negative = inhibition, actives largely listed as inhibitors; 0.031% of 330,000 active; AID 504842, 2011; further: potency means the concentration at half of the fitted maximal effect; on the % scale 0 is the no-effect control and ±100 the full control effect; nearly all actives have a fitted effect of over 80% in size
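Measured: ADP formation by purified Mm-CPN. Conditions: 25 nM protein, 10 uM ATP, Tris pH 7.4 with Mg2+, K+ and DTT, 37°C for 30 min. Detection: Transcreener HTRF after 30 min at room temperature.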
D3 ag: qHTS of D3 Dopamine Receptor Agonist: qHTS; D(3) dopamine receptor (Homo sapiens), P35462; D3R DiscoveRx beta-arrestin cells, luminescence, 90 min; max activation, %; 0.58% of 410,000 active; AID 652048, 2013; in the data active means max activation above about 30%; further: 0% is about no effect; mostly tested at two doses, the higher about 12 µM
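Cells at 1500/well, incubated overnight, then treated with pinned compounds (dopamine as control) for 90 min at 37 degrees C. DiscoveRx reagent added for 30 - 60 minutes at room temperature; luminescence read.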
EPAC2 ag: qHTS for Agonist of cAMP-regulated guanine nucleotide exchange factor 4 (EPAC2): primary screen. EPAC2 activation, biochemical qHTS; response scale: 100% = 6.5 mM cAMP response. Potency, µM (top dose mostly 154 µM), for inactives: at the highest dose activation, usual class: activators. 0.079% of 360,000 active. AID 720711, 2013; further: potency means the concentration at half of the fitted maximal effect; nearly all actives have a fitted effect of over 50% in size
Target sequence (Q8WZA2 whole entry, looked up): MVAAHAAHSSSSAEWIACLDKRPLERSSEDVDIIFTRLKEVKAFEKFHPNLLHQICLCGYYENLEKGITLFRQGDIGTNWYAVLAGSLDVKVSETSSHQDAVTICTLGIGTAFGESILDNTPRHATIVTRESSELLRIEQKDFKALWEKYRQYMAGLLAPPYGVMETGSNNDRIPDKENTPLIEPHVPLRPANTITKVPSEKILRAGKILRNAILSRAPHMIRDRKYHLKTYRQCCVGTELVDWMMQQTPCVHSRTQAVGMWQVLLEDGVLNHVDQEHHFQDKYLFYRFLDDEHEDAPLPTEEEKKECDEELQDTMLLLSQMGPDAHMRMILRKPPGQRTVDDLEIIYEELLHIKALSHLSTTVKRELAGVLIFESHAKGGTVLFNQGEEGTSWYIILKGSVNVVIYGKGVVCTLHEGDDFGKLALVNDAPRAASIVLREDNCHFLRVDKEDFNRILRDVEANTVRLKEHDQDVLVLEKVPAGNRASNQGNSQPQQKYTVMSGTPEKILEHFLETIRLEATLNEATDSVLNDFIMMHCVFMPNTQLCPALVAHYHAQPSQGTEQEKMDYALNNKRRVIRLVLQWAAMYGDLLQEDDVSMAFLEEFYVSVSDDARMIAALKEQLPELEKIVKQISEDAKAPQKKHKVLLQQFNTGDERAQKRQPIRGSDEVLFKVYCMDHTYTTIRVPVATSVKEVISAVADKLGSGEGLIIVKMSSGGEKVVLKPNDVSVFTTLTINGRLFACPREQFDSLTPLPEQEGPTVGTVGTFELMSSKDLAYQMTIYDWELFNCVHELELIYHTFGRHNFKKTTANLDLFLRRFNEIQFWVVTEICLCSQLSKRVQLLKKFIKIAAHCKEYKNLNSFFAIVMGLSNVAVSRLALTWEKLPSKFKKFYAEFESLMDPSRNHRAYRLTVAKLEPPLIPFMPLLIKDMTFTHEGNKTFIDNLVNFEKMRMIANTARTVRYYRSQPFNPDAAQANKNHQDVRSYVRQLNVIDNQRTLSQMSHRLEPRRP
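Exchange assay: 100 nM EPAC2 with 250 nM Rap1B-BODIPY-GDP and 50 uM GDP. Fluorescence (ex 480/em 540 nm) read every 5 min for 30 min at room temperature. Data normalized to 6.5 mM cAMP as agonist control.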
PTHR1 agonist: qHTS for PTHR1 Agonists: Primary Screen; AID 743266, 2014; 0.075% of 410,000 active; Potency, µM (doses to about 115 µM), inactives show at the highest dose activation, most hits filed as activators; Parathyroid hormone/parathyroid hormone-related peptide receptor (Homo sapiens), Q03431; HEK293 GP2 PTHR1 cells, GloSensor cAMP luminescence, 1 h; further: potency means the concentration at half of the fitted maximal effect; nearly all actives have a fitted effect of over 55% in size; some results filed as inactive show a strong effect at the top dose; inactives centre near -15; many of its hits are not listed in these tables
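HEK-293-derived GP2 cells expressing PTHR1 and a GloSensor cAMP reporter, 3,000/well, plated overnight, given luciferin plus IBMX (each 0.5 mM as added) for 1 h at 37 °C, then compound for 1 h at 37 °C. Luminescence was read after 15 min at room temperature.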
DRD3 antagonist: qHTS of D3 Dopamine Receptor Antagonist: qHTS; D3R cells, DiscoveRx beta-arrestin luminescence, antagonist mode; stronger effect = lower value; max response, negative = inhibition, %; 2.5% of 360,000 active; AID 652054, 2013; in the data active means max response below about -50%; inconclusive means no clear call, values can overlap the other calls; further: on the % scale 0 is the no-effect control and ±100 the full control effect; mostly tested at two doses, the higher about 12 µM
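Cells expressing the human receptor were seeded at 1500 cells/well, incubated overnight at 37 degrees C in 5% CO2, then exposed to library compounds with dopamine controls for 90 minutes at 37 degrees C before luminescent detection.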
CCT modulator: High-Throughput Screening for Modulators of Cytosolic Chaperonin Activity | 0.3% of 360,000 active | activity change, % (concentration not given with the values), hits read low | purified chaperonin ATPase assay, HTRF ADP detection, 30 min; in the data active means activity change below about -30%; further: on the % scale 0 is the no-effect control and ±100 the full control effect
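First, chaperonin was dispensed at 40 nM or 20 nM final depending on batch activity. Next, compounds were pinned at 76 uM and ATP added at 10 uM. After 30 min at 37 °C, ADP detection reagents ran 30 min at ambient temperature.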
EPAC2 antagonist: qHTS for Antagonist of cAMP-regulated guanine nucleotide exchange factor 2 (EPAC2): primary screen. EPAC2 GEF exchange of Rap1B-BODIPY-GDP, fluorescence. Potency, µM (highest dose often 114 µM), inactives show at the top dose activity, negative = inhibition, actives largely listed as inhibitors. 0.18% of 360,000 active. AID 720708, 2013; further: potency means the concentration at half of the fitted maximal effect; on the % scale 0 is the no-effect control and ±100 the full control effect; nearly all actives have a fitted effect of over 45% in size; many of its hits are not listed in these tables
* = called active by the depositor; i = inactive; ? = inconclusive; / = no result given; [ ] = dose if it differs, or a comment. Unless noted, the call rests on the fitted dose curve; in most records, active means well fitted curve in the direction sought with a large enough effect; inconclusive means small, poorly fitted or top-dose-only effect, or another doubt; inactive means no such curve, though single readings can be large; an effect the other way counts as inactive or inconclusive.

no. | Structure | PTHR1 agonist | EPAC2 antagonist | DRD3 antagonist | EPAC2 ag | D3 ag | CCT modulator | pAkt inh | Mm-Cpn inhibitor
1 | O=c1c2cc(-c3ccccc3)sc2ncn1-n1cccc1 | i | -2% | -12 | 5% | -7 | 1.4 | i | 0%
2 | COc1ccc(-c2cc(CNC(=O)CN(C)Cc3ccccc3)on2)cc1 | i | 0% | -14 | 3% | -3 | -7.6 | i | 0%
3 | CCCNC(=O)C1(CC2CC(c3ccccc3)=NO2)CCN(C(=O)CCCCCBr)CC1 (stereo not drawn) | -4% | 7% | 30 | 1% | -1 | 1.5 | i | /
4 | O=c1c(-c2nc3ccccc3s2)cccn1Cc1ccc(Cl)c(Cl)c1 | -57%[inhibitor] | -9% | 37 | 16% | 5 | 1.7 | i | 0%
5 | Nc1cc(S(=O)(=O)Nc2cc(Cl)ccc2Cl)ccc1N1CCCC1 | -16% | -15% | -11 | 23% | 2 | 0.7 | i | 4%
6 | CS(=O)(=O)Nc1ccc(C(=O)Nc2ccccc2C(=O)NCc2ccco2)cc1 | -15% | 0% | -1 | 6% | -8 | -0.3 | i | -2%
7 | CCOc1ccc(NC(=O)CC2C(=O)NCCN2C(=O)c2ccc(Cl)cc2)cc1 (stereo not drawn) | -15% | -1% | -6 | -7% | -9 | 2.3 | i | 0%
8 | CSc1cccc(NC(=S)N2CCCN(Cc3ccc(F)cc3)C2)c1 | -18% | -2% | ? | 4% | -14 | 1.6 | i | 1%
9 | N#Cc1c(-c2ccccc2Cl)cc(C2CC2)nc1N | i | -4% | 12 | -9% | 5 | -2.1 | i | -2%
10 | Cc1c(N/N=C(\C#N)C(=O)c2ccccc2)c(=O)n(-c2ccccc2)n1C | -73%[inhibitor] | 35%[activator] | -68* | -127%[inhibitor] | -20 | -2.6 | i | 2%
11 | CCOC1(NC(=O)c2ccccc2)C(C)=CC(=O)C=C1C | i | 5% | -11 | 1% | 4 | -2.4 | i | 0%
12 | CC(C)(C)C(=O)CC(=O)Nc1ccc(Cl)c(N)c1 | -4%[57.5 µM] | 10% | 14 | 3% | 10 | 1.5 | i | -3%
13 | O=C(Nc1ccc(N2CCN(C(=O)c3cccs3)CC2)cc1)c1ccc(Br)o1 | -24% | 9% | 1 | 11% | 0 | -2.3 | i | 1%
14 | Cc1nn(Cc2cccc(C(=O)NC(C)c3ccc(C(C)(C)C)cc3)c2)c(C)c1[N+](=O)[O-] (stereo not drawn) | -3%[57.5 µM] | -6% | 22 | 2% | 2 | 0.3 | / | 2%
15 | Cc1cc(C(=O)N/N=C2\CC(=O)CC(C)(C)C2)n[nH]1 | -8%[57.5 µM] | 9% | 5 | 4% | 17 | 1.0 | / | 0%
16 | Cc1cc(=O)[nH]c(SCC(=O)c2ccc3c(c2)NC(=O)CO3)n1 | -9% | 7% | 4 | 3% | -5 | -0.5 | i | 1%
17 | COc1ccc(NC(=O)c2cccc(NC(=O)c3ccccc3)c2)c(OC)c1 | i | -1% | 14 | 4% | -2 | 1.2 | i | 2%
18 | CCCOc1ccc(N2C(=O)CC(N(CCOC34CC5CC(CC(C5)C3)C4)C(C)=O)C2=O)cc1 (stereo not drawn) | -22% | -6% | -12 | 10% | 8 | -3.9 | i | 0%
19 | COc1cc(C=O)ccc1OCC(=O)N1CCOCC1 | i | -1% | -16 | -3% | 1 | 1.1 | i | -2%
20 | Cc1cccc(C(=O)Nc2cccc3c2CCCC3)c1 | -19% | 4% | 13 | -2% | 1 | 3.9 | i | -7%
21 | CC1=C(C(=O)OCCOC(C)C)C(c2cc3c(cc2Br)OCO3)C2=C(CCCC2=O)N1 (stereo not drawn) | i | -6% | -17 | 11% | -13 | -3.7 | i | -5%
22 | CCc1ccc(NC(=O)N(Cc2cccnc2)Cc2ccco2)cc1 | i | -5% | -9 | 2% | -7 | -0.8 | / | -3%
23 | O=C(CSc1n[nH]c(-c2ccncc2)n1)Nc1ccccn1 | i | -4% | -14 | 5% | 3 | -1.4 | i | /
24 | COc1cc(C(=O)NNC(=O)c2ccco2)cc(OC)c1OC | i | 4% | -13 | 12% | -23 | -0.8 | i | 2%
25 | COc1ccc(N2CCN(C(c3cccc(OC)c3OC)c3nnnn3C3CCCC3)CC2)cc1 (stereo not drawn) | -2% | -7% | -20 | 20% | -13 | -8.7 | i | ?

An excerpt of these results, with each value named:
25) COc1ccc(N2CCN(C(c3cccc(OC)c3OC)c3nnnn3C3CCCC3)CC2)cc1 (stereo not drawn)
  PTHR1 agonist: -2% | EPAC2 antagonist: -7% | DRD3 antagonist: -20 | EPAC2 ag: 20% | D3 ag: -13 | CCT modulator: -8.7 | pAkt inh: i | Mm-Cpn inhibitor: ?
3) CCCNC(=O)C1(CC2CC(c3ccccc3)=NO2)CCN(C(=O)CCCCCBr)CC1 (stereo not drawn)
  PTHR1 agonist: -4% | EPAC2 antagonist: 7% | DRD3 antagonist: 30 | EPAC2 ag: 1% | D3 ag: -1 | CCT modulator: 1.5 | pAkt inh: i | Mm-Cpn inhibitor: /
22) CCc1ccc(NC(=O)N(Cc2cccnc2)Cc2ccco2)cc1
  PTHR1 agonist: i | EPAC2 antagonist: -5% | DRD3 antagonist: -9 | EPAC2 ag: 2% | D3 ag: -7 | CCT modulator: -0.8 | pAkt inh: / | Mm-Cpn inhibitor: -3%
7) CCOc1ccc(NC(=O)CC2C(=O)NCCN2C(=O)c2ccc(Cl)cc2)cc1 (stereo not drawn)
  PTHR1 agonist: -15% | EPAC2 antagonist: -1% | DRD3 antagonist: -6 | EPAC2 ag: -7% | D3 ag: -9 | CCT modulator: 2.3 | pAkt inh: i | Mm-Cpn inhibitor: 0%

The list goes on:
no. | Structure | PTHR1 agonist | EPAC2 antagonist | DRD3 antagonist | EPAC2 ag | D3 ag | CCT modulator | pAkt inh | Mm-Cpn inhibitor
26 | COc1ccc2c(c1)CCN(C(=O)CCl)C2C1C(=O)CCCC1=O (stereo not drawn) | -9% | 11% | -5 | 0% | 1 | -1.1 | i | 0%
27 | CCN1CCN(CC(=O)Nc2cc(C(F)(F)F)ccc2OCCOC)CC1 | ? | -7% | -12 | 6% | -11 | -1.6 | i | -3%
28 | C#CCSc1nnc(C)c(C)n1 | -13% | 8% | 5 | 14% | 20 | -0.9 | i | /
29 | CCn1c(NC(=O)c2nn(C)cc2Br)nc2ccccc21 | -24% | 8% | 18 | 3% | 2 | 1.1 | i | -1%
30 | O=S(=O)(c1ccc(F)c(F)c1)N1CCCc2ccccc21 | -19% | -18% | 6 | 10% | 6 | 0.1 | i | 0%
31 | O=C(Nc1ccc(Cl)cc1)c1ccc(CN2CCc3ccccc3C2)cc1 | -32%[inhibitor] | 1% | -16 | 10% | -22 | -1.5 | i | -1%
32 | O=S1(=O)C[C@H](N2CCCC2)[C@@H](COCc2ccccc2)N1 | i | -17% | 15 | 0% | 12 | 1.6 | i | /
33 | Cc1noc(C)c1COC(=O)c1cc(S(=O)(=O)N2CCOCC2)ccc1F | -42%[inhibitor] | -11% | 18 | 4% | 2 | -1.9 | i | -5%
34 | O=C(C1CCC(CNS(=O)(=O)c2ccc(F)cc2)CC1)N1CCOCC1 (stereo not drawn) | i | 5% | 10 | -3% | -1 | -0.8 | i | 0%
35 | CC(C)N(Cc1nc(-c2ccccc2)no1)C(=O)CSc1ccccc1 | i | -10% | -14 | 20% | 0 | -1.8 | i | 2%
36 | N/C(=N\OC(=O)c1cnn(-c2ccccc2)c1C(F)(F)F)c1ccc(C(F)(F)F)cc1 | -9% | 0% | 4 | 9% | 0 | -4.0 | i | 2%
37 | O=C(CSc1nc2ccccc2[nH]1)N1CCN(c2ccc(F)cc2)CC1 | -6%[57.5 µM] | 8% | 39 | 7% | -1 | 0.3 | i | 0%
38 | CCOCCn1c(C(C)C)nc2ccccc21 | i | 7% | -14 | 0% | -2 | 0.6 | i | -2%
39 | COc1ccc(-c2nc3ccccc3o2)cc1NC(=O)c1ccc(Br)o1 | -12%[57.5 µM] | 6% | 74 | 4% | 5 | -3.8 | i | 3%
40 | N=c1oc2ccc(Br)cc2cc1C(=O)NCc1ccccc1 | -4% | -2% | -11 | 15% | -21 | -0.3 | i | -5%
41 | CCCCC(=O)Nc1cccc(-c2nn3c(C)nnc3s2)c1 | -2%[57.5 µM] | 8% | 6 | -1% | 6 | 0.9 | i | 3%
42 | Cc1nn(CCCC(=O)Nc2ccccn2)c(C)c1[N+](=O)[O-] | i | 10% | 9 | 0% | 2 | 1.2 | i | 0%
43 | C=CCn1c(C)cc(C2=NNC(=NCc3ccccc3)SC2)c1C | -21% | 4% | ? | 6% | 3 | 0.9 | i | 2%
44 | COc1ccc(-c2cc(NC=O)c3ncc(-c4ccc(OC)c(OC)c4)n3c2)c(OC)c1 | 3% | -6% | -23 | 21% | -9 | -0.2 | i | /
45 | C=CC1=CCN(S(=O)(=O)C(C)(C)C)[C@H]1CCO | i | 3% | 24 | -1% | 2 | 1.5 | i | /
46 | Cc1csc(NC(=O)CSc2nc(=O)n(CCCN(C)C)c3c2CCC3)n1 | -19% | -1% | -3 | 1% | 1 | 1.5 | i | 0%
47 | CC(C)(C)C(=O)NNC(=O)c1ccc(Oc2cc(Cl)cc(Cl)c2)o1 | i | -4% | 19 | 4% | 1 | 1.2 | i | 1%
48 | CCC(C(=O)OCC(=O)Nc1c(C)n(C)n(-c2ccccc2)c1=O)c1ccccc1 (stereo not drawn) | -2%[57.5 µM] | 14% | 19 | 1% | 8 | 1.3 | / | 0%
49 | O=C(NCCc1ccccc1)c1c(F)c(F)c(F)c(F)c1F | ? | 13% | 11 | -4% | 4 | -2.0 | i | -10%
50 | COc1ccc2cc(S(=O)(=O)NCCCN3CCOCC3)ccc2c1 | -2% | -2% | 4 | 6% | -2 | -2.6 | i | 0%
51 | Cc1c(C(=O)OCC(=O)N(CCC#N)c2ccccc2)oc2c1ccc1ccccc12 | -16% | -17% | 9 | -1% | -5 | 3.0 | i | -25%

A portion of the library; count on the stated rates, not on these rows.
